TbPYK inhibitor – T. brucei pyruvate kinase inhibition | Potency, µM (series often up to 76.8 µM), for the others: top-dose activity, negative = inhibition, usual class: inhibitors | Q57TT1 | TbPYK enzyme, Kinase-Glo Plus ATP luminescence, 45 min | 0.12% of 410,000 active; further: nearly all actives have a fitted effect of over 50% in size
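Readout: single end-point luminescence (Kinase-Glo Plus, 10 min). Reaction conditions were TbPYK/substrate plus 130 uM ADP, 45 min at RT, pH 7.2 TEA buffer. No-enzyme wells served as controls, and data were normalized before concentration-response fitting.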
Sm TGR inh – inhibitors of Schistosoma mansoni thioredoxin glutathione reductase | Potency, µM (doses to about 114 µM), for the others: top-dose activity change, negative = inhibition, most hits filed as inhibitors | 3% of 360,000 active | Q962Y6 | purified TGR, DTNB reduction, TNB absorbance 405 nm; further: nearly all actives have a fitted effect of over 60% in size
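Kinetic colorimetric format: TGR-catalysed, NADPH-driven DTNB reduction monitored via TNB absorbance. Enzyme dispensed at 20 nM; compound exposure 15 min at room temperature before reaction start.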
* hit, by the source's call; ? = inconclusive; [ ] = remark or other dose. The call rests on the fitted dose curve; in most records, active means well fitted curve in the direction sought with a large enough effect; inconclusive means small, poorly fitted or top-dose-only effect, or another doubt; inactive means no such curve, though single readings can be large; an effect the other way counts as inactive or inconclusive. On the % scale 0 is the no-effect control and ±100 the full control effect; potency means the concentration at half of the fitted maximal effect. The list is partial (hit frequency here may not be typical).

compound,TbPYK inhibitor,Sm TGR inh
COc1ccccc1Nc1cc(C(=O)NCc2cccs2)c2ccccc2n1,1%,-1%
Cc1ccc(-n2ncc(C(=O)NCc3ccccc3)c2C2CCN(C(=O)OC(C)(C)C)CC2)cc1,7%[15.4 µM],5%
CC1=C(c2ccc(C)c(C)c2)S(=O)(=O)N=C1N1CCC(C(=O)NCc2ccc(Cl)cc2)CC1,-4%,6%
Cc1cc(OC(C)C(=O)Nc2sc3c(c2C(N)=O)CCCC3)ccc1Cl (stereo unspecified),-6%,11%
CCOC(=O)c1cccc(NC(=O)Cn2cnc3nc4c(cc3c2=O)CCCC4)c1,0%,8%
COc1ccc(-n2nc(C(=O)N3CCN(c4cccc(C)c4C)CC3)c3c4ccccc4n(C)c3c2=O)cc1,1%,2%
Cc1cc2c(n1-c1ccc(C(=O)NCCc3ccccc3)cc1)CCC(C)C2 (stereo unspecified),-2%,-34%
COc1ccc(NC(=O)c2c(NCc3cccs3)sc3c2CCCCC3)cc1,?,18µM*
O=C1[C@@H]2CSC(c3ccc(F)cc3)N2C(=O)N1c1ccc(Cl)cc1 (stereo partly specified),-2%,0%
CC(C)CCn1c(=O)c2cccnc2n(CC(=O)Nc2ccc(F)cc2)c1=O,2%,7%
Cc1ccc(-n2c(=O)c3cccnc3n2CC(=O)NCc2ccc(Cl)cc2)cc1,-6%,-2%
CCOC(=O)c1ccc2c(c1)N(Cc1cccc(C(F)(F)F)c1)C(=O)c1ccccc1S2(=O)=O,2%,8%
Cc1ccc(CN2C(=O)N(c3ccccc3)C(=O)C2CC(=O)Nc2ccccc2)cc1 (stereo unspecified),8%,2%
Cc1ccccc1NC(=O)CSc1nc2nccnc2c(=O)n1CCc1c[nH]c2ccccc12,15%,-4%
CCOC(=O)c1ccc2c(c1)N(Cc1ccc(F)cc1Cl)C(=O)c1ccccc1S2,-8%,13%
CCOC(=O)c1c(NC(=O)/C=C/c2ccc(OCC)cc2)sc2c1CCCC2,4%,-3%
CCOC(=O)c1ccc(NC(=O)C(C)Sc2nc(=O)cc(N)n2CCc2ccccc2)cc1 (stereo unspecified),-1%,0%
CCc1cccc(NC(=O)c2c(C)oc3ncnc(N4CCCCC4)c23)c1,0%,4%
Cc1cccc(C(=O)Nc2ccc(N3CCC(N4CCCCC4)CC3)c(C(=O)O)c2)c1,-2%,0%
CCN(Cc1ccccc1)C(=O)Cn1c(=O)n(-c2ccc(Cl)c(Cl)c2)c(=O)c2c(C)c(C(=O)N(C)C)sc21,-3%,-18%
O=c1[nH]c(SCc2c(F)cccc2Cl)nc2c1CCC2,-6%,-4%
O=S(=O)(NCCc1csc2nc(-c3ccccc3)nn12)c1ccc(Oc2ccccc2)cc1,-1%,4%
c1ccc(-c2cn(-c3ccccc3)c3ncnc(N4CCN(c5ccccc5)CC4)c23)cc1,0%,4%
COc1ccccc1-c1ncnn1-c1sc2c(c1C#N)CCCCC2,5%,-3%
CCN1CCOC(=O)C1CC(=O)Nc1ccc(Br)cc1 (stereo unspecified),4%,7.9µM*
COc1ccc(-c2cn3nc(N4CCCC(C(=O)Nc5ccc(C)c(C)c5)C4)sc3n2)cc1 (stereo unspecified),-7%[15.4 µM],0%
CN1C(=O)C2(c3ccccc31)N(c1ccccc1)C(=O)CS2(=O)=O (stereo unspecified),-3%,1%
COc1ccc(-c2nc3ccccc3s2)cc1NC(=O)c1cccc(F)c1,3%,1%
Cc1ccc(Cl)cc1N1CCN(C(=O)Cn2c(-c3cccs3)cc3cc(F)ccc32)CC1,1%,2%
COc1cc(Nc2nc(SCc3ccccc3Cl)nc3ccccc23)cc(OC)c1,1%,1%
CCCCCC(=O)N1c2ccccc2C(C)(c2ccccc2)CC1(C)C (stereo unspecified),0%,2%
CCc1cccc(C)c1NC(=O)c1cc(S(=O)(=O)N2CCOCC2)cn1C,-6%,8%
CCN1CCN(CCCNC(=O)c2ccc3c(c2)sc2nc(-c4ccc(OC)cc4)cn23)CC1,3%,6%
O=C(c1ccc2c(c1)N(Cc1cccc(F)c1)C(=O)c1ccccc1S2)N1CCC2(CC1)OCCO2,1%,1%
CCCc1cc(C(=O)Nc2c(C)nn(Cc3c(Cl)cccc3Cl)c2C)no1,2%,9%
CC(C)CN(CC(C)C)c1nnc(NC(=O)Nc2cccc(C(F)(F)F)c2)s1,-5%,4%
CCN(C(=O)c1ccc2c(c1)N(Cc1cccc(Cl)c1)C(=O)c1ccccc1S2=O)c1ccccc1 (stereo unspecified),0%,7%
COCCNC(=O)CSc1nc(-c2ccccc2C)nc2c1c(=O)n(C)c(=O)n2C,2%,-13%
CCOC(=O)N1CCc2c(sc(NCc3sccc3C)c2C(=O)Nc2cc(Cl)ccc2OC)C1,?,4%
Fc1ccccc1N1CCN(c2ncnc3c2nc2n3CCCCC2)CC1,-8%,0%

Profiles, looked up by structure. Screens in order: TbPYK inhibitor, Sm TGR inh
CCN1CCOC(=O)C1CC(=O)Nc1ccc(Br)cc1 (stereo unspecified) reads 4%, 7.9µM*
CC(C)CN(CC(C)C)c1nnc(NC(=O)Nc2cccc(C(F)(F)F)c2)s1 reads -5%, 4%

(continued)
compound,TbPYK inhibitor,Sm TGR inh
COc1cccc(CNC(=O)Cn2ncc3c4ccccc4n(Cc4ccccc4)c3c2=O)c1,2%,0%
COc1ccc2oc(-c3ccc(C)c(NC(=O)c4cccnc4)c3)nc2c1,0%,7%
COc1ccc(C(Nc2ccccn2)c2ccc3ccc(C)nc3c2O)cc1C (stereo unspecified),0%,0.71µM*
COc1cccc(-n2c(-c3ccco3)nc3c(cnn3-c3ccccc3C)c2=O)c1,5%,-1%
CCOC(=O)c1c(C)oc2ccc(N(C(C)=O)S(=O)(=O)c3c(C)cc(C)cc3C)cc12,6%,4%
CCc1ccccc1NS(=O)(=O)c1ccc2[nH]cc(C(=O)N(CC)Cc3ccccc3)c(=O)c2c1,-3%,3%
COc1ccccc1C(=O)NC(=O)Nc1ccc(-n2nc(C(F)(F)F)cc2C(F)(F)F)cc1,1%,8%
CCc1ccc(C(=O)c2cn(CC(=O)Nc3ccc(OC)c(Cl)c3)c3nc(C)ccc3c2=O)cc1,-10%,-5%
O=C(Nc1ccc(C(=O)N2CCN(c3cccc(Cl)c3)CC2)cc1)c1nsc2ccccc12,-4%,11%
Cc1ccccc1OCCn1c(CCNC(=O)C(C)(C)C)nc2ccccc21,-2%,9%
CC(=O)c1ccc(NC(=O)C2CCC(CNS(=O)(=O)c3cccc4nsnc34)CC2)cc1 (stereo unspecified),-4%,2%
CSc1ccc(CCNC(=O)c2ccc(-n3c(C)cc4c3CCC(C)C4)cc2)cc1 (stereo unspecified),-6%,-19%
CC(C)OC(=O)c1c(-c2ccccc2)c(-c2ccccc2)nn(C)c1=O,-3%,-4%
CCc1ccc(N2C(=O)CN(S(=O)(=O)CC)CC2(C)C(=O)NC2CCCCC2)cc1 (stereo unspecified),0%[15.4 µM],-2%
Cc1nc(N2CCCC2)ncc1C(=O)N1CCN(c2ccccc2F)CC1,3%,-1%
O=C(c1ccc2c(c1)N(Cc1cccc(Cl)c1)C(=O)c1ccccc1S2(=O)=O)N1CCC(Cc2ccccc2)CC1,2%,3%
Cc1cccc(CNC(=O)C(=O)Nc2ccccc2C)c1,-3%,12%
Cc1oc(-c2ccccc2Cl)nc1CS(=O)(=O)CC(=O)NCc1ccc(F)cc1,-2%,45µM*
Nc1ncc(S(=O)(=O)NCc2cccc(Cl)c2)cn1,-9%,7%
COc1ccc(Nc2ncc3c(n2)CCN(Cc2sccc2C)C3)c(OC)c1,-1%,0%
Cc1ccc(CNC(=O)CSc2c3c(nc4ccc(Cl)cc24)CCCC3)cc1,-1%,0%
COc1ccc(-c2noc(CCC(=O)Nc3ccc(C(F)(F)F)cc3)n2)cc1,1%,0%
COC(=O)c1c(NC(=O)C(C)Oc2ccc(Cl)cc2Cl)sc2c1CCCC2 (stereo unspecified),2%,0%
Cc1cc(C)c(C#N)c(SCC(=O)Nc2ccccc2C#N)n1,-4%,8%
CCC1Oc2ccccc2N(CC(=O)NCc2cc(OC)ccc2OC)C1=O (stereo unspecified),3%,5%
CC(=O)Nc1ccc(NC(=O)c2ccc3c(c2)N(Cc2cccc(Cl)c2)C(=O)c2ccccc2S3=O)cc1 (stereo unspecified),2%,1%
Cc1noc2ncnc(N3CCCC(C(=O)Nc4cccc(C(F)(F)F)c4)C3)c12 (stereo unspecified),-4%,2%
COc1ccc(NC(=O)CSc2nnc(-c3cccs3)o2)cc1,2%,4%
COc1ccc(N2CCN(S(=O)(=O)c3ccc4c(c3)C(C(C)C)C(=O)N4)CC2)cc1 (stereo unspecified),-5%,-14%
CC(=O)c1ccc(NC(=O)Cn2c(=O)nc(-c3ccccc3)c3ccccc32)cc1,3%,-2%
Cc1ccc(C)c(Cn2c3ccccc3c3cnn(CC(=O)NCCC4=CCCCC4)c(=O)c32)c1,-1%,7%
Cc1ccc2c(Sc3ccc(Cl)cc3)c(C(=O)NCCC(C)C)[nH]c2c1,-2%,-1%
COc1cc2c(c(OC)c1)C(c1cc(OC)c(OC)c(OC)c1)CC(=O)N2 (stereo unspecified),-3%,0%
COc1ccc2c(c1)CC(C(=O)NCCc1ccc(S(N)(=O)=O)cc1)CO2 (stereo unspecified),10%,-1%
Cc1ccc(N2C(=O)C(CC(=O)Nc3cccc(F)c3)N(CCc3ccccc3F)C2=O)cc1 (stereo unspecified),1%,7%
CCNC(=O)c1cnc2c(-c3ccccc3)c(C)nn2c1C,-3%,-4%
CCCCOc1ccc(C(=O)NCCc2csc3nc(-c4ccccc4F)nn23)cc1,-1%,-22%
O=C(c1ccc2c(c1)N(Cc1ccc(F)cc1)C(=O)c1ccccc1S2=O)N1CCOCC1 (stereo unspecified),-8%,7%
O=C(Cn1c(=O)c2cccn2c2ccccc21)NCc1ccccc1F,-9%,-2%
CCc1ccc(S(=O)(=O)c2nnn3c2nc(NCc2cccs2)c2sccc23)cc1,-1%,1%

Reprinted from the part before: 5 compounds, then new ones.
compound,TbPYK inhibitor,Sm TGR inh
CCNC(=O)c1cnc2c(-c3ccccc3)c(C)nn2c1C,-3%,-4%
CCCCOc1ccc(C(=O)NCCc2csc3nc(-c4ccccc4F)nn23)cc1,-1%,-22%
O=C(c1ccc2c(c1)N(Cc1ccc(F)cc1)C(=O)c1ccccc1S2=O)N1CCOCC1 (stereo unspecified),-8%,7%
O=C(Cn1c(=O)c2cccn2c2ccccc21)NCc1ccccc1F,-9%,-2%
CCc1ccc(S(=O)(=O)c2nnn3c2nc(NCc2cccs2)c2sccc23)cc1,-1%,1%
COc1cccc(Cn2c(=O)cc(C)c3c(C)nn(C)c32)c1,4%,-4%
COc1ccc(CNC(=O)c2ccc3c(c2)N(Cc2cc(C)ccc2C)C(=O)CS3)cc1,2%,-5%
COc1cc(OC)cc(N2C(=O)N(CC(=O)c3ccc(F)cc3)c3ccccc3S2(=O)=O)c1,2%,1%
COc1ccc2c(c1)c1c(c(=O)n(-c3cccc(Cl)c3)c(=O)n1C)n2C,0%,6%
Cn1c(=O)c2c(-c3ccccc3Cl)n(-c3cc(Cl)ccc3O)cc2n(C)c1=O,-5%,13µM*
CCOC(=O)CC(NC(=O)CCc1c(C)nc2c(-c3ccccc3)c(C)nn2c1C)c1ccc(OC(C)C)cc1 (stereo unspecified),-2%,-1%
COc1cccc(-n2c(=O)c3c4c(sc3n(Cc3ccc(F)cc3Cl)c2=O)CCCC4)c1,3%,-3%
COc1cc(CN(C(=O)COc2ccc(C)c(C)c2)c2ccccn2)cc(OC)c1OC,2%,0%
CCOc1ccc(-n2c(SCC(=O)Nc3ccc(CC)cc3)nc3c(oc4ccccc43)c2=O)cc1,2%,12%
O=C(NC1CCCC1)c1ccc2c(c1)N(Cc1ccccc1)C(=O)c1ccccc1S2,-6%,10%
Brc1cccc(CNCCSc2nnnn2-c2ccccc2)c1,1%,9%
Cc1ccc(N(C)C(=O)C2CCN(S(=O)(=O)c3ccc4c(c3)CCCN4C(=O)C3CCC3)CC2)cc1,3%,-1%
Cc1ccc(C)c(N2CCN(C(=O)CN3C(=O)COc4ccc(S(=O)(=O)N5CCC(C)CC5)cc43)CC2)c1,-1%,0%
COc1ccc(N2CC(NC(=O)c3ccc4c(c3)OCO4)CC2=O)cc1 (stereo unspecified),-5%,-1%
CC(=O)N1c2ccccc2C(C)(c2ccc(C)cc2)CC1(C)C (stereo unspecified),-5%,5%
Oc1ccc(NCc2ccccc2OCc2ccccc2Cl)cc1,-5%,35µM*
CC(C)Cc1nn2c(=O)cc(COC(=O)c3ccccc3NC(=O)c3ccccc3)nc2s1,4%,-1%
Cc1cc2n(n1)C(c1cc(C(C)(C)C)c(O)cc1O)Nc1ccccc1-2 (stereo unspecified),4%,-2%

Assay outcomes as filed in PubChem BioAssay.
